# Source: PubChem
# KB-V1 cytotox = kills drug-selected multidrug resistant KB-V1 cells | AID 1347076 | KB-V1 MDR cells viability, CellTiter-Glo, 72 h | Potency, µM (top dose mostly 46.1 µM), for inactives: at the highest dose activity change, negative = cytotoxicity, hits mostly cytotoxic | 3.4% of 400,000 active; also: potency is read from the fitted curve at half-maximal effect; % is scaled to controls: 0 for no effect and ±100 for the full control effect; nearly all actives have a fitted effect of over 60% in size
#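 Luminescent ATP read-out (CellTiter-Glo, 10 min) measures survival of drug-selected KB-V1 MDR cells after 72 h, 37 degrees C compound exposure. Medium: phenol-red-free DMEM, 10% FBS. Values from fitted concentration-response curves.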
# MCF10A rerep = induces DNA re-replication in MCF 10a normal breast cells. MCF 10A DNA re-replication, Hoechst nuclear intensity, 48 h. Potency, µM (series often up to 46.1 µM), without a hit: top-dose activity, positive = re-replication, usual class: activators. 2.9% of 350,000 active; also: potency is read from the fitted curve at half-maximal effect; % of control where 0% means no effect; nearly all actives have a fitted effect of over 50% in size
# HT1080-NT tox = kills 2HG-producing HT-1080-NT fibrosarcoma cells | 1.6% of 360,000 active | HT-1080-NT fibrosarcoma viability, CellTiter-Glo ATP luminescence, 48 h | AID 686970 | Potency, µM (top dose mostly 46.1 µM), for the others: at the top dose activity, negative = less viability, usual class: cytotoxic;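 also: NT is the 2HG producing partner of a matched IDH1 knockdown line; potency is read from the fitted curve at half-maximal effect; 0% = DMSO-treated cells and -100% = media-only wells without cells; nearly all actives have a fitted effect of over 55% in size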
#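 Viability of the 2HG-overproducing fibrosarcoma line after 48 hours of compound exposure at 37 degrees C was determined by luminescence with CellTiter-Glo, and concentration-effect curves were then fitted and categorized.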
# SW480 rerep = DNA re-replication induction in SW480 cells. SW480 DNA re-replication, Hoechst DNA content imaging, 48 h. Potency, µM (highest dose often 46.1 µM), for inactives: at the highest dose re-replication activation, most hits filed as activators. 1.8% of 340,000 active; also: potency is read from the fitted curve at half-maximal effect; % of control where 0% means no effect; nearly all actives have a fitted effect of over 55% in size
#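 Per well, 250 cells were exposed to pinned compound for 48 hr. Nuclear DNA was visualised with Hoechst (40 min, 37 C) and total object intensity recorded by fluorescence scanning.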
# D3 ag = activates the human D3 dopamine receptor; max activation, %; P35462; AID 652048; D3R DiscoveRx beta-arrestin cells, luminescence, 90 min; 0.58% of 410,000 active; in the data active = max activation above about 30%; also: 0% is about no effect; mostly tested at two doses, the higher about 12 µM
# Target sequence (P35462 whole entry, looked up): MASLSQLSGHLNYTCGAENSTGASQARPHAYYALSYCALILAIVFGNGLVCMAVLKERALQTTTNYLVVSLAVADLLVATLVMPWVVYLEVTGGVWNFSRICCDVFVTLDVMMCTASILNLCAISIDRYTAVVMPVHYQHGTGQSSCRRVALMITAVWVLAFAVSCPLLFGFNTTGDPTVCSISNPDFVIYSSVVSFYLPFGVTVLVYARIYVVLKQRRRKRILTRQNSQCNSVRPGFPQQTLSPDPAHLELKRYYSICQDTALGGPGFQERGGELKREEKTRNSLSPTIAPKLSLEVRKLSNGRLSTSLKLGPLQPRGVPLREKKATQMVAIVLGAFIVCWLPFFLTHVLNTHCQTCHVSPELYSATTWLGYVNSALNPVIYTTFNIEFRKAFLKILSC
#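 Cells at 1500/well, incubated overnight, then treated with pinned compounds (dopamine as control) for 90 min at 37 degrees C. DiscoveRx reagent added for 30 - 60 minutes at room temperature; luminescence read.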
# KB-3-1 tox = KB-3-1 parental cell cytotoxicity; AID 1347075; Potency, µM (series often up to 46.1 µM), for inactives: at the top dose activity change, negative = cytotoxic, usual class: cytotoxic; 1.4% of 400,000 active; KB-3-1 viability, CellTiter-Glo ATP luminescence, 72 h; also: potency is read from the fitted curve at half-maximal effect; % is scaled to controls: 0 for no effect and ±100 for the full control effect; nearly all actives have a fitted effect of over 60% in size
#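 Cells are dispensed, compounds pinned in, plates held at 37 °C for 72 h, then CellTiter-Glo is added and luminescence read after 10 minutes. Cell line: parental KB-3-1 in phenol-red-free DMEM, 10% FBS.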
# IL1B secr inh = inflammasome signaling inhibition, IL-1 beta readout; activity change, % at 57.5 µM; THP-1 LPS/ATP IL-1B secretion, AlphaLISA, 16 h; hits give low values; 4.7% of 360,000 active; AID 743279; in the data active = activity change below about -50%; inconclusive = mostly about -30% to -49%; also: % is scaled to controls: 0 for no effect and ±100 for the full control effect
#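 THP-1 cells pretreated 1 hr with compounds (up to 57.5 uM final), then stimulated with LPS (250 ng/mL final) plus ATP (1.25 mM final); secreted IL-1B measured by AlphaLISA after 16 hr, decreased signal indicating inhibition.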
# HT1080 IDH1KD tx = toxicity to HT-1080 IDH1 knockdown cells (counter line). HT-1080 IDH1 knockdown viability, ATP luminescence, 48 h. Potency, µM (titrated, usually from 46.1 µM), without a hit: at the highest dose activity, negative = toxicity, hits mostly cytotoxic. 2% of 360,000 active. AID 686971;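 also: potency is read from the fitted curve at half-maximal effect; 0% = DMSO wells and -100% = cell-free medium wells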
#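 Viability of IDH1-knockdown HT-1080 fibrosarcoma cells was assessed by CellTiter-Glo after 48 h at 37 °C with titrated compound; concentration-effect curves were classified by fit quality and response size.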
# HEK293 tox = cytotoxicity in counter-screen for GLP-1R inverse agonists; HEK293 cAMP-luciferase reporter cells, luminescence, 24 h; Potency, µM (top dose mostly 38.3 µM), inactives show top-dose activity change, negative = inhibition, hits mostly inhibitors; 0.13% of 410,000 active;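 also: loss of luciferase light is scored as toxicity; potency is read from the fitted curve at half-maximal effect; % is scaled to controls: 0 for no effect and ±100 for the full control effect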
#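 Cells in DMEM/10% Nu serum/1% pen-strep, 1536-well format. Pre-incubated 12 h, dosed with 23 nL compound, incubated a further 24 h. Luciferase detection, 12 min at room temp, luminescence.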
# * hit, by the source's call; ? = inconclusive; . = no result given; [ ] = dose if it differs, or a comment. Unless noted, calls follow the shape of the dose curve; as a rule, active = well fitted curve in the direction sought with a large enough effect; inconclusive = small, poorly fitted or top-dose-only effect, or another doubt; inactive = no such curve, though single readings can be large; an effect the other way counts as inactive or inconclusive.
SMILES,KB-V1 cytotox,MCF10A rerep,HT1080-NT tox,SW480 rerep,D3 ag,KB-3-1 tox,IL1B secr inh,HT1080 IDH1KD tx,HEK293 tox
COc1ccc(S(=O)(=O)N/N=C\c2ccc3c(c2)OCO3)c(OC)c1,.,17%,2%,-2%,7,.,22,?,-4%
COc1ccc(Br)cc1C(=O)Nc1ccc(Cc2ccncc2)cc1,-13%,?,?,2%,-12,-1%,?,?,-6%
COc1ccc(/C=C/C(=O)Nc2cc(-c3nc4ccccc4o3)ccc2OC)cc1,-11%,.,.,.,-6,9%,.,.,-17%
CC(=O)N1C[C@@H](CO)[C@@H](N(C)C(=O)C(C)(C)C)C[C@H]1c1ccccc1,19%,.,28%,.,-4,0%,12,4%,2%
COc1ccc(NC(=O)c2cc(S(=O)(=O)N3CCCC3)oc2C)cc1,?,1%,-13%,3%,2,-8%,5,1%,1%
COCCCNC(=O)C1Cc2cc(S(=O)(=O)N3CCCC3)ccc2N1C(C)=O (stereo not drawn),11%,-2%,-1%,-8%,-6,-3%,0,-2%,5%
COc1ccc(N(CC(=O)N/N=C/c2cccc(OC)c2OC)S(=O)(=O)c2ccccc2)cc1,-21%,-6%,-1%,-13%,-1,-11%,15,0%,5%
COC(=O)CSc1nnc(-c2cnccn2)n1C,?,-5%,-1%,-12%,2,1%,6,6%,1%
O=C1CCC(C(=O)Nc2cccc3ccccc23)N1 (stereo not drawn),?,3%,3%,-2%,-3,8%,12,5%,-7%
Cn1nnc(NC(=O)COc2ccc(C3CCCCC3)cc2)n1,1%,4%,-3%,3%,2,4%,-2,-15%,-14%
COc1ccc(CNC(=O)c2ccc(Br)s2)cc1OC,-19%,8%,-2%,-5%,2,-13%,-14,-9%,14%
CC(C)(C)c1ccc(C(=O)Nc2nnc(Cc3c[nH]c4ccccc34)s2)cc1,-3%,?,?,1%,12,?,14,?,?
COc1ccc(S(=O)(=O)N(C)CC(=O)N2CCN(Cc3ccccc3)CC2)cc1C,2%,1%,-2%[9.24 µM],-3%,26,0%,-2,?,-3%
CC1(Oc2ccc(CC#N)cc2)CCN(Cc2ccccc2OC(F)F)C1 (stereo not drawn),-6%,.,12%,.,-10,0%,18,10%,0%
Cc1cccc(C)c1NC(=O)C(c1ccncc1)N1CCN(C)CC1 (stereo not drawn),-5%,.,-1%,.,5,12%,-19,17%,-4%
CC(=O)NC1CCN(CC(=O)Nc2nccs2)CC1,10%,?,22%,0%,7,2%,-1,27%,3%
CCCOC1CCCN(C(=O)c2ccc(OC)c(OC3CCN(C(C)C)CC3)c2)C1 (stereo not drawn),.,6%,-4%,13%,-13,.,1,0%,-7%
CC(C)(C)n1nnnc1C(c1cccs1)N(Cc1cccnc1)Cc1ccco1 (stereo not drawn),?,20%,0%,1%,-3,1%,-3,-21%,-5%
COc1ccc(CC(=O)N2CCc3cc(OC)c(OC)cc3C2COc2ccc(F)cc2)cc1 (stereo not drawn),7.3µM*,.,.,.,2,-4%,.,.,-2%
CCOc1ccc2nc(Cl)c(CN(C(=O)c3cnccn3)C3CCCC3)cc2c1,?,?,2%,-24%,7,-12%,0,-17%,1%
Cc1ccc2c(CN(C)Cc3ccc(OC(F)F)cc3)cc(=O)oc2c1C,16µM*,15%,-2%,-13%,-31,?,-14,-15%,-8%
CC(OC(=O)c1cnc2ccccc2n1)c1ccccc1Cl (stereo not drawn),9%,-17%,8%,-1%,6,22%,1,0%,0%
O=C(Nc1ccc(O)cc1)c1cccc(S(=O)(=O)N2CCOCC2)c1,?,.,.,.,4,6%,.,.,-4%
CC(C)N(Cc1ccccc1)C(=O)COC(=O)c1cc[n+]([O-])cc1,0%,-1%,7%,0%,0,7%,-5,3%,-29%
O=C(NNC(=O)c1ccc2ccccc2c1O)Nc1ccc(F)cc1,24%,-4%,19%,4%,-19,7%,10,7%,-15%
# More structures follow:
SMILES,KB-V1 cytotox,MCF10A rerep,HT1080-NT tox,SW480 rerep,D3 ag,KB-3-1 tox,IL1B secr inh,HT1080 IDH1KD tx,HEK293 tox
C/C(=N\NC(=O)c1ccc(N2CCCC2=O)cc1)c1ccccc1,10%,-3%,12%,0%,2,-1%,26,8%,-3%
COc1ccc(CNC(=O)Cn2c(SCC(=O)Nc3ccc(C)c(C)c3)nc3ccccc32)cc1,-24%,.,.,.,-28,?,.,.,-27%
Cc1c(Cc2ccccc2)c(=O)oc2cc(OCC(=O)NCC3CCC(C(=O)O)CC3)ccc12 (stereo not drawn),-6%,-2%,-7%,12%,-1,0%,10,1%,2%
COc1ccc(OC)c(NC(=O)C(CC(=O)O)Cc2ccc(Cl)cc2)c1 (stereo not drawn),7%,2%,19%,-3%,5,10%,22,16%,-2%
CCCNC(=O)C1(C)CCCN(Cc2cccc(C(F)(F)F)c2)C1 (stereo not drawn),4%,.,6%,.,2,0%,-10,0%,5%
COc1cc(/C=N/n2c(-c3ccccc3)n[nH]c2=S)cc(OC)c1O,20%,16%,1%,1%,-2,4%,64,-16%,-13%
CCCOc1cccc(C(=O)Nc2cccc(NC(=O)c3ccc(Cl)cc3Cl)c2)c1,-21%,.,.,.,2,6%,.,.,-13%
CCc1nc2ccc(C(=O)Nc3cc(-c4ccccc4)ccc3OC)cn2c1N(CC)CC(=O)N(C)C,0%,.,-30%,.,-10,-12%,?,-22%,-8%
CCc1ccc(CC)c(S(=O)(=O)Nc2ccc(C(=O)O)c(O)c2)c1,6%,?,2%,0%[9.22 µM],1,-6%,0,1%,-4%
COc1cc(C(=O)N2CCc3ccccc32)ccc1OCc1c(C)noc1C,?,1%,-12%,-9%,21,-7%,22,-11%,-2%
COC(=O)CCN(C(=O)c1ccc([N+](=O)[O-])cc1)c1ccccn1,-10%,-4%,18%,-11%,0,-2%,9,7%,-1%
CN(Cc1ccco1)C(=O)[C@H](Cc1ccccc1)NC(=O)CC[C@H]1O[C@@H](n2ccc(=O)[nH]c2=O)[C@H](O)[C@@H]1O,9%,.,19%,.,7,0%,-4,10%,-4%
O=c1nc2ccc(Cl)cn2c2ccc(S(=O)(=O)N3CCOCC3)cc12,10%,?,10%,14%,-6,-11%,-4,1%,177%[activator]
O=C1CCN(S(=O)(=O)c2ccc(Cl)cc2)CC1,?,3%,8%,17%,0,0%,15,10%,-9%
C=CCn1c(C)csc1=Nc1ccc(C(=O)O)cc1,11%,1%,25%,3%[1.84 µM],13,-5%,14,25%,0%
CCOc1ccc2c(c1)c(N=NC(N)=S)c(O)n2C,0%,2%,-3%,7%,4,15%,-2,-5%,?
COc1ccc(NS(=O)(=O)c2cc(C(=O)Nc3ccccc3C(=O)O)ccc2C)cc1,17%,12%,-1%,-1%,16,0%,12,0%,7%
COc1ccc(OC)c2sc(NC(=O)C3CC3)nc12,22%,-3%,4%,-17%,0,5%,-3,-8%,-9%
CC(C)c1nnc(SCC(=O)NC2CCCCC2)n1C,1%,-2%,12%,-8%,4,-2%,7,7%,5%
COc1ccccc1NC(=O)C(C)Sc1nc(-c2ccccc2)cn1N (stereo not drawn),-9%,1%,1%,-10%,0,-2%,5,4%,1%
O=C(N=Nc1c(O)n(C2OC(=O)c3ccccc32)c2ccccc12)c1ccc(O)cc1 (stereo not drawn),27%,2%,17%,-11%,-10,-11%,28,-1%,7%
CSc1ccccc1NC(=O)c1c(Br)cnn1C,?,2%,-1%,-4%,6,?,16,-3%[9.24 µM],7%
CCOC(=O)C1CCN(C(=O)C2CCN(S(=O)(=O)c3ccc4c(c3)CC(C)N4C(C)=O)CC2)CC1 (stereo not drawn),22%,1%,-1%,-9%,7,-6%,17,-1%,-10%
Cc1noc(C(=O)Nc2ccc(F)c(Cl)c2)c1Cl,5%,-1%,0%,23%,-4,5%,-22,-4%,13%
Cc1ccc(CNC(=O)c2ccc(CSc3nc4ccncc4n3Cc3ccc(C)cc3)cc2)cc1,?,.,.,.,-18,?,.,.,9%

# Reformatted: entries from further up
SMILES: CCOC(=O)C1CCN(C(=O)C2CCN(S(=O)(=O)c3ccc4c(c3)CC(C)N4C(C)=O)CC2)CC1 (stereo not drawn)
  KB-V1 cytotox: 22%	MCF10A rerep: 1%	HT1080-NT tox: -1%	SW480 rerep: -9%	D3 ag: 7	KB-3-1 tox: -6%	IL1B secr inh: 17	HT1080 IDH1KD tx: -1%	HEK293 tox: -10%
SMILES: O=C1CCN(S(=O)(=O)c2ccc(Cl)cc2)CC1
  KB-V1 cytotox: ?	MCF10A rerep: 3%	HT1080-NT tox: 8%	SW480 rerep: 17%	D3 ag: 0	KB-3-1 tox: 0%	IL1B secr inh: 15	HT1080 IDH1KD tx: 10%	HEK293 tox: -9%

# The list goes on.
SMILES,KB-V1 cytotox,MCF10A rerep,HT1080-NT tox,SW480 rerep,D3 ag,KB-3-1 tox,IL1B secr inh,HT1080 IDH1KD tx,HEK293 tox
CCN(CC)C(=O)C(C)N(C#N)c1nc(C)cc(C)n1 (stereo not drawn),0%,1%,-1%,-12%,7,-8%,12,-1%,11%[1.53 µM]
N#CCSc1nnc(Cc2cccs2)n1C1CCCCC1,-10%,19%,2%,0%,1,7%,-11,9%,15%
COc1ccccc1NS(=O)(=O)c1cc(NC(=O)/C=C/c2cccs2)ccc1N1CCOCC1,?,5%,-5%,?,-5,?,-6,-13%,11%
COc1ccc(NC(=O)COC(=O)c2ccc3ccccc3n2)c(OC)c1,-1%,-2%,-1%,-4%,10,2%,4,9%,-8%
COc1cccc(C(=O)NC2CCN(CC(=O)Nc3cccc(C)c3C)CC2)c1,-4%,7%,4%,1%,2,-2%,-18,3%,6%
CC(Oc1ccc2ccc(=O)oc2c1)C(=O)N1CCOCC1 (stereo not drawn),3%,-13%,1%,-96%[inhibitor],6,9%,-6,9%,1%
CCn1cc(CN2CCCC(C(=O)c3ccc(-c4ccccc4)cc3)C2)cn1 (stereo not drawn),-13%,?,?,?,-3,?,-90*,23µM*,-27%
CCCc1nnc(NC(=O)CCCC(=O)O)s1,0%,-1%,0%,0%,-11,0%,-7,-3%,2%
